L929 necroptosis: L929 zVAD cell death inhibition. L929 zVAD necroptosis rescue, ATP luminescence, 24 h; with zVAD 60 µM. viability rescue, % at 10 µM. 220,000 compounds, 0.38% hits. AID 1377;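 active = activation, scaled between plate controls, above about 75%, limit read from the data; inactive = activation under that limit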;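 also: 0% = zVAD with DMSO and 100% = DMSO alone without zVAD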
Cl transport mod: KCC2 (human) Cl- transport modulation; Q9H2X9; KCC2 cells, thallium flux FluoZin-2 fluorescence; B-score of Tl+ flux slope (higher = more flux/activation; lower = inhibition) at 10 µM; 190,000 compounds, 2.2% hits;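 active = thallium flux slope and its plate-corrected score both differing from the plate sample mean at a set confidence after two filtering rounds, in either direction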;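 also: slope of fluorescence scaled to starting intensity during 10 to 20 s after thallium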
TNF necrop inh: blocks TNF-alpha induced death of Jurkat FADD-/- cells; activation (protection from cell death), % at 10 µM; 220,000 compounds, 0.068% hits; Jurkat FADD-/- TNF necroptosis rescue, ATP luminescence, 24 h; 0 = TNF only, 100 = no-TNF cells;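 active = activation, meaning protection from cell death, of at least 50% relative to plate controls; inactive = activation below 50%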;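 also: necroptosis triggered by 40 ng/mL TNF-alpha added together with compound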
Thrombin inh: thrombin (human) inhibition | inhibition, % at 5 µM | alpha-thrombin, Boc-VPR-AMC fluorogenic substrate cleavage | AID 1046 | 220,000 compounds, 0.26% hits;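 active = inhibition at or above 40%; inactive = inhibition below 40%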;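 also: 0% = enzyme with no compound and 100% = wells without enzyme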
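System – human alpha-thrombin · Medium – pH 7.5 Tris (50 mM) with NaCl 150 mM, Tween 20 0.05% · Compound – single-point dosing at 5 µM, 0.2% DMSO · Incubation – enzyme reaction carried out at room temperature · Technique – fluorescence of released AMC, ex 355 nm, em 460 nm · Read-out basis – % inhibition of thrombin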
FXIIa inh: blocks human coagulation factor XIIa protease activity. P00748. purified FXIIa, Boc-QGR-AMC fluorogenic substrate, 2 h. inhibition, % at 5 µM. 220,000 compounds, 0.3% hits. AID 800; in the data active = inhibition above about 40%;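 also: 0% = enzyme with no compound and 100% = blank without enzyme; many of its hits are not listed in these tables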
Hck-Nef inh: human Hck-Nef kinase inhibition | P08631 | Recombinant Hck-YEEI plus Nef, Z-Lyte FRET kinase assay | inhibition, % at 20 µM | 220,000 compounds, 0.68% hits | AID 463187;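 active = Hck-Nef kinase inhibition above about 50%, limit read from the data; inactive = inhibition below that limit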;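 also: 0% = DMSO with Hck plus Nef and 100% = Hck alone without Nef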
Target sequence (P08631 whole entry, looked up): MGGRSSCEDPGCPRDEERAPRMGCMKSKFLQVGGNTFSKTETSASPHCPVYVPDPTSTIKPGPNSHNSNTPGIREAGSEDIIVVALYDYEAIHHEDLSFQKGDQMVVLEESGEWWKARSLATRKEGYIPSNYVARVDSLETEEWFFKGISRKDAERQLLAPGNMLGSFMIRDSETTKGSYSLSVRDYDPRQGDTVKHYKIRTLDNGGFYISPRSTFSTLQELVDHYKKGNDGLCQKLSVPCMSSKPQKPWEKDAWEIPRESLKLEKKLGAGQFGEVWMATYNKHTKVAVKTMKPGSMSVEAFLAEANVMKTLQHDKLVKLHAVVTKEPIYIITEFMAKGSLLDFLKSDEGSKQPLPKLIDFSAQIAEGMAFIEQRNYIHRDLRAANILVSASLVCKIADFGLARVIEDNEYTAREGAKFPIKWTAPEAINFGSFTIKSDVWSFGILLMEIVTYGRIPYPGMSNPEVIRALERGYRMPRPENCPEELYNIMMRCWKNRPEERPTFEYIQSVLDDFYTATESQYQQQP
Rad51 HR inh: blocks human Rad51 in homologous recombination; hRad51 DNA strand exchange, fluorescence dequenching; 200,000 compounds, 0.085% hits; inhibition, % at 10 µM; Q06609;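 active = inhibition above 40% at the single screening dose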;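 also: 0% = DMSO control wells and 100% = blanks with heterologous ssDNA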
Target sequence (Q06609 whole entry, looked up): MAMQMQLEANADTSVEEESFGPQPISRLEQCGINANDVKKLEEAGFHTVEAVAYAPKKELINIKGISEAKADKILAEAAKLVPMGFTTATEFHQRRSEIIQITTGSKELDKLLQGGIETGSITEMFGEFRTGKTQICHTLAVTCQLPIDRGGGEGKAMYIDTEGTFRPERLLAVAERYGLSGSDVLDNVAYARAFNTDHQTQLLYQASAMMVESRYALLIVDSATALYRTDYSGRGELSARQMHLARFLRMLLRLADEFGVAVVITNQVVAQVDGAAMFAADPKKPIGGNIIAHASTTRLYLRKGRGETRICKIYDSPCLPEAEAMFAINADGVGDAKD
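Assay system: Human Rad51 nucleoprotein filaments preassembled on unlabelled ssDNA | Reagent: Donor/quencher-labelled 47-bp dsDNA substrate | Doses: One concentration, 10 µM final | Times: 37 °C 15-min filament assembly, 30-min compound preincubation, 15-min exchange | Technique: Fluorescein emission 520 nm, excitation 485 nm | Benchmarks: Plate control and blank wells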
hK5 inh: kallikrein 5 (human) inhibition. recombinant hK5, fluorogenic AMC substrate cleavage. 210,000 compounds, 0.59% hits. inhibition, % at 5 µM. Q9Y337;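 active = inhibition of 40% or more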;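 also: 0% = enzyme controls without compound and 100% = no-enzyme blanks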
FXIa inh: blocks human coagulation factor XIa protease activity; P03951; purified FXIa, Boc-Glu-Ala-Arg-AMC fluorogenic substrate; inhibition, % at 5 µM; 220,000 compounds, 0.14% hits; AID 798;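 active = inhibition of at least 40%; inactive = inhibition below 40%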;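 also: fluorescence of freed AMC excited at 355 nm; 0% = enzyme without compound and 100% = no enzyme blank; many of its hits are not listed in these tables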
An asterisk follows results filed as active; nt = not tested or not shown. Some of the compounds tested, so the mix of outcomes need not match the whole.

Screens in order – Thrombin inh, hK5 inh, L929 necroptosis, Hck-Nef inh, Rad51 HR inh, TNF necrop inh, FXIa inh, Cl transport mod, FXIIa inh
#1 COc1cc(C2C(C(=O)c3ccc(C)o3)=C(O)C(=O)N2c2cc(C)on2)ccc1O (stereo not drawn)
 : 2.2, 7.7, -0.2, -1.9, 9.9, -0.7, -21.2, -0.594, 12.6
#2 Cc1nc(N2CCCC2C(=O)O)c2oc3ccccc3c2n1 (stereo not drawn)
 : 2.8, -6.5, 1.6, -0.1, 1.6, 1.0, 6.2, nt, 12.8
#3 Clc1ncnc2scc(-c3ccc(Br)cc3)c12
 : -6.0, -9.7, -0.6, -1.6, 11.2, -6.8, 0.3, 0.55, 8.7
#4 O=C(N/N=C/c1cccs1)c1ccc(NC(=O)c2ccccc2Cl)cc1
 : 8.3, -1.2, 2.1, 2.3, -3.8, -0.9, -0.5, 1.11, 3.0
#5 CN(c1ccc(C(=O)Nc2ccccc2C(F)(F)F)cc1)S(C)(=O)=O
 : 0.5, 12.0, 0.7, 0.8, -8.1, -0.4, -1.0, 1.61, 7.6
#6 CCOC(=O)CSC(=S)NC(=O)c1ccc(OC)cc1
 : -9.2, -15.7, 0.1, 56.9*, 1.7, -0.9, 20.6, 1.82, 24.3
#7 COc1ccc(-c2cc(C(F)(F)F)nc(S(=O)(=O)CCC(=O)N3CCOCC3)n2)cc1
 : 2.6, -32.1, 6.2, 0.2, 4.4, -7.0, -12.1, 0.589, 5.9
#8 CSc1ccccc1C(=O)C1CCCN(C(=O)c2ccc(N3CCOCC3)cc2)C1 (stereo not drawn)
 : -8.5, 6.2, 7.8, 13.5, -9.0, -0.5, 1.0, 0.372, 7.0
#9 CCNc1nc(Oc2ccc(C(=O)OC)cc2)nc(N(C)C)n1
 : 4.2, 10.0, 0.1, 0.5, 2.8, -0.2, 10.2, -1.02, 19.3
#10 COCCCNC(=O)/C(C#N)=c1\s/c(=C\c2ccccc2OC(F)F)c(=O)n1CCCOC
 : -9.4, -7.7, 0.4, 4.4, -12.3, 3.2, 3.7, -0.537, 9.2
#11 CCCn1c(=N)c(C(=O)NC2CCCC2)cc2c(=O)n3cccc(C)c3nc21
 : -20.5, -60.5, -1.4, 187.3*, 0.5, -4.7, -10.8, -0.326, -41.0
#12 Cc1ccc2nc(NC(=O)CN3CCOCC3)sc2c1
 : -2.6, 0.0, 4.6, 2.3, -0.8, 2.6, -19.6, 0.381, -4.9
#13 COc1ccc(-c2cc(-c3ccccc3)nc(=O)[nH]2)cc1
 : 2.8, -9.9, -0.5, 11.2, 7.5, -0.8, -8.3, nt, -18.2
#14 COc1ccc2nc(SCC(=O)N3CCN(c4ccc(F)cc4)CC3)c(C#N)cc2c1
 : 3.5, -11.3, -0.9, 8.6, -1.6, 0.6, 8.4, -0.114, 16.4
#15 Cc1cc(C)n(NC(=S)NC2CCCC2)c(=O)c1C#N
 : -0.8, -1.1, 0.3, 7.1, 2.4, 0.8, -0.3, 0, 6.8
#16 COc1ccc(/C=C/C(=O)O)cc1S(=O)(=O)N1CCC(Cc2ccccc2)CC1
 : 14.6, 1.9, 1.1, 16.4, 13.4, 0.6, 2.9, -0.123, 7.2
#17 COC(=O)c1ccccc1NS(=O)(=O)c1ccc2[nH]c(=O)[nH]c2c1
 : -2.6, -24.1, -0.5, 7.4, 3.0, -1.4, 4.1, -1.15, 12.3
#18 Cc1cc(C)cc(NC(=O)COC(=O)CN=C2NS(=O)(=O)c3ccccc32)c1
 : -1.1, -2.5, 9.8, 16.2, 4.4, 0.9, -3.7, 0.0835, 1.2
#19 Cc1ccccc1OCCN1CCC(Cc2ccccc2)CC1
 : 2.3, -14.6, 0.4, 12.1, 8.6, 1.1, 11.4, -0.887, 5.1
#20 CCOc1ccc(C(=O)CCNC(Cc2cnc[nH]2)C(=O)O)cc1 (stereo not drawn)
 : 4.0, -126.8, -0.3, 1.0, 0.5, -3.1, 5.2, 0.298, 14.4

Molecules shown so far with an NH in an aromatic ring, in the order listed:
Screens in order – Thrombin inh, hK5 inh, L929 necroptosis, Hck-Nef inh, Rad51 HR inh, TNF necrop inh, FXIa inh, Cl transport mod, FXIIa inh
#13 COc1ccc(-c2cc(-c3ccccc3)nc(=O)[nH]2)cc1
 : 2.8, -9.9, -0.5, 11.2, 7.5, -0.8, -8.3, nt, -18.2
#17 COC(=O)c1ccccc1NS(=O)(=O)c1ccc2[nH]c(=O)[nH]c2c1
 : -2.6, -24.1, -0.5, 7.4, 3.0, -1.4, 4.1, -1.15, 12.3
#20 CCOc1ccc(C(=O)CCNC(Cc2cnc[nH]2)C(=O)O)cc1 (stereo not drawn)
 : 4.0, -126.8, -0.3, 1.0, 0.5, -3.1, 5.2, 0.298, 14.4

Going on with the list.
Screens in order – Thrombin inh, hK5 inh, L929 necroptosis, Hck-Nef inh, Rad51 HR inh, TNF necrop inh, FXIa inh, Cl transport mod, FXIIa inh
#21 CC(NC(=O)c1ccnn1C)C1CCCO1 (stereo not drawn)
 : -12.4, -4.5, 0.6, -7.3, 10.5, 1.0, 0.2, -0.693, 2.3
#22 Cc1ccc(-n2nccc2-c2nn(-c3cccc(C(F)(F)F)c3)c(=O)n(C)c2=O)cc1
 : -11.0, -2.8, 2.2, 12.0, -4.2, -1.0, -6.8, 0.028, 4.0
#23 O=C(CCN1C(=O)C2CC=C(Cl)CC2C1=O)NC1CCCCC1 (stereo not drawn)
 : -4.0, -10.6, 0.8, -0.5, -4.2, -1.0, -7.2, 0.453, 4.3
#24 Cc1ccccc1S(=O)(=O)NC1OC(=O)C(Oc2ccccc2)=C1Br (stereo not drawn)
 : -8.0, 7.0, 4.2, 26.4, -4.6, -0.6, 0.2, -0.24, 11.2
#25 CCOC(=O)C(CC)Sc1nnc2n1C(C)(C)Cc1ccccc1-2 (stereo not drawn)
 : -5.7, 11.4, 1.0, 0.6, -1.2, -1.5, 1.1, -0.97, 11.9
#26 COC(=O)c1cc(=O)n(-c2c(Cl)cc(C(F)(F)F)cc2Cl)[nH]1
 : -5.0, 7.5, 0.1, -0.2, 9.6, -0.5, -16.4, 0.887, 1.6
#27 COc1cc(NS(=O)(=O)c2ccc(NC(=S)NC(=O)COc3ccccc3OC)cc2)nc(OC)n1
 : -1.8, nt, -0.1, 15.8, nt, -0.2, 1.4, -1.71, 8.4
#28 COC(=O)c1ccc(/C=N/OCC(=O)NC2CCCCCCC2)cc1
 : 0.3, -5.0, 78.0*, -10.4, 1.0, 0.5, -2.6, -0.745, 2.6
#29 CCOC(=O)c1c(-c2ccccc2)csc1NC(=O)/C(C#N)=C/c1ccc(OC)c(OC)c1
 : -3.5, -7.0, 1.3, 0.4, nt, 3.2, -2.0, -0.0327, 6.0
#30 CN1C(=O)NC(c2ccccc2)C2=C1CN(Cc1ccco1)C2=O (stereo not drawn)
 : -9.0, -2.1, 0.3, -5.7, 2.6, 0.9, -11.1, 1.57, -4.5
#31 O=C(CC1C(=O)NCCN1CC1CCCCC1)NCc1ccc(F)cc1 (stereo not drawn)
 : -7.9, -3.2, 1.2, 16.7, 6.3, 1.7, -5.0, 0, 6.1
#32 Cc1ncc(CO)c(/C=N/NC(=O)c2ccc(Br)cc2)c1O
 : -3.8, -6.7, 2.2, -4.4, -1.8, -9.1, 3.9, 0.102, 6.8
#33 N#Cc1c(-c2ccccc2)ccn(Cc2ccccc2Cl)c1=O
 : 3.6, 3.9, -0.1, 0.5, nt, -1.6, 7.0, -2.96, 14.5
#34 CCn1c(=O)c(C(=O)CN(C)Cc2cccc(OC)c2OC)c(N)n(Cc2ccccc2)c1=O
 : -0.6, 2.3, -0.1, 1.3, 9.9, 0.4, 10.1, -1.27, 13.6
#35 CCOc1cc(C(=O)Nc2ccc(C)cc2C)ccc1OCC(=O)N1CCCCC1
 : -7.5, -4.8, 1.7, -0.3, -6.4, 2.3, 3.5, 0.673, 11.5
#36 O=C(Cn1cnc2ccccc21)Nc1ccc(C(=O)O)cc1
 : 0.0, -10.2, 0.7, 3.4, 0.8, -0.4, 2.4, 0.649, 6.8
#37 CC(=O)c1c(C)[nH]c(C(=O)CSc2nc3ccccc3c(=O)n2CCCN2CCOCC2)c1C
 : -2.9, 27.1, 0.0, 0.8, 0.0, -12.6, -3.5, -0.0404, 7.9
#38 CN(C)c1ccc(C(=O)NNC(=O)c2ccc(Cl)cc2)cc1
 : -4.7, -6.3, 1.3, 12.6, 12.4, 0.7, -11.9, -1.31, 2.7
#39 CCCc1nnc(NC(=O)C(=O)NCCN(CC)CC)s1
 : -7.2, 6.8, 0.3, 4.7, -7.0, 2.5, -1.9, 0.379, 0.2
#40 CCn1c(CNc2ccc(C(=O)O)cc2)nc2ccccc21
 : -1.2, -14.8, 0.1, -0.4, -4.6, 0.4, -4.0, -0.87, 13.1

Compound profiles, from the list above. Order of screens: Thrombin inh | hK5 inh | L929 necroptosis | Hck-Nef inh | Rad51 HR inh | TNF necrop inh | FXIa inh | Cl transport mod | FXIIa inh
`COC(=O)c1ccccc1NS(=O)(=O)c1ccc2[nH]c(=O)[nH]c2c1` reads -2.6 | -24.1 | -0.5 | 7.4 | 3.0 | -1.4 | 4.1 | -1.15 | 12.3
`COc1cc(NS(=O)(=O)c2ccc(NC(=S)NC(=O)COc3ccccc3OC)cc2)nc(OC)n1` reads -1.8 | nt | -0.1 | 15.8 | nt | -0.2 | 1.4 | -1.71 | 8.4

(further entries)
Screens in order – Thrombin inh, hK5 inh, L929 necroptosis, Hck-Nef inh, Rad51 HR inh, TNF necrop inh, FXIa inh, Cl transport mod, FXIIa inh
#41 COC(=O)C(NS(=O)(=O)c1ccccc1Cl)c1ccccc1 (stereo not drawn)
 : -5.0, -10.8, -0.2, -0.8, 3.5, -0.4, -3.4, -0.631, 4.3
#42 CCC(=O)N1c2ccccc2NC2=C(C(=O)CC(c3ccco3)C2)C1c1ccco1 (stereo not drawn)
 : 3.2, -2.5, -0.2, 1.8, 2.6, 1.5, 2.1, -0.757, 15.8
#43 CN(C(=O)COC(=O)COc1ccc(Cl)cc1)C1CCCCC1
 : -1.4, 10.5, 0.0, -1.1, 6.2, -0.8, 0.1, -0.0667, 11.9
#44 COc1ccc(Br)cc1S(=O)(=O)Nc1ncccc1C
 : -2.9, 1.2, 7.6, 17.0, 25.9, 0.0, -2.9, -0.736, 4.5
#45 Cc1ccc(-n2c(C)cc(C(=O)COC(=O)c3ccc[nH]c3=O)c2C)cc1C
 : -3.0, -8.2, nt, 1.6, 19.2, -2.6, -5.4, 0.207, 2.1
#46 CCc1n[nH]c(=O)n1Cn1c(CC)n[nH]c1=O
 : -7.5, -10.2, 1.1, 2.8, 4.8, -0.2, 2.6, -0.538, 11.2

Source: PubChem
